# NCI-60 one-dose screen, 48 h, at 10 µM unless noted. Numbers give growth in % (100 = growth as untreated, 0 = no growth, -100 = all killed).
# SF-539: SF-539 CNS cancer; actives 6.8% (n = 81,000); AID 1794752
# SNB-19: SNB-19 CNS cancer cells; actives 2.5% (n = 81,000)
# SF-268: SF-268 CNS cancer cells | actives 3.1% (n = 82,000)
# SNB-75: SNB-75 CNS cancer. actives 5% (n = 79,000). AID 1794750
# SF-295: SF-295 CNS cancer cells | AID 1794758 | actives 5.6% (n = 79,000)
# DU-145: DU-145 prostate cancer. AID 1794760. actives 4.2% (n = 81,000)
# U251: U251 CNS tumor cells; actives 5.4% (n = 80,000)
# PC-3: PC-3 prostate cancer cells; actives 3.9% (n = 80,000)
# HCC-2998: HCC-2998 colon cancer; actives 4.7% (n = 79,000)
# * hit, by the source's call; / = no result given; & = joins results of further samples; [ ] = another dose, or the depositor's remark. Rule for the calls: active = growth percent below 10; inactive = the rest.
SMILES,SF-539,SNB-19,SF-268,SNB-75,SF-295,DU-145,U251,PC-3,HCC-2998
CCOC(=O)c1noc2c1CCc1c-2cn(Cc2ccc(OC)cc2)c1-c1ccccc1,85,107,91,80,91,101,72,92,98
CCCCCCCCc1ccc(C(=O)Nc2ccc(C)cc2C(=O)O)cc1,100,67,96,106,51,95,75,67,106
C[C@]12CCC(=O)C=C1CC[C@@H]1[C@@H]2[C@@H](O)C[C@@]2(C)[C@H]1CC[C@@]21OCC1=O,104,96,105,87,111,106,111,82,105
N#CC1(O)CCCCC1,105,108,99,49,103,103,95,95,93
Cc1ccc(NC(=O)CSC(N)=O)cc1,99,101,116,117,106,112,100,100,95
CN1C(=O)N(C)C2Nn3c(s/c(=C\c4c[nH]c5ccccc45)c3=O)=NC21 (configuration not stated),90,96,95,66,104,113,99,86,114
CCN(CCCCCCCCCCN1CC(=O)N(CCCCCCCCCCN(CC)Cc2ccccc2OC)CC1=O)Cc1ccccc1OC,-93*,-20*,4.4*,-16*,-77*,-53*,-71*,-41*,/
Brc1ccc(-c2nn(-c3ccccc3)cc2-c2nn[nH]n2)s1,91,87,93,93,83,108,88,94,98
COc1ccc(-c2nc3ccc(-c4nc5ccc(N6CCN(c7ccncc7)CC6)cc5[nH]4)cc3[nH]2)cc1OC,43,41,38,53,50,43,/,55,35
CC(C)C[C@H](NC(=O)CNC(=O)C[C@H]1O[C@@H]2OC3(C)CC[C@H]4[C@H](C)CC[C@@H]([C@H]1C)[C@@]24O3)B(O)O,-94*,28,-22*,-35*,-61*,42,17,9.3*,-94*
COc1ccc(-c2nc(SC(C)C)nc(Oc3ccc(/C=C4/SC(=O)NC4=O)cc3)c2C#N)cc1,108,90,89,81,83,93,90,77,100
COc1ccc(-c2cc(C(=O)N3CCC(Cc4ccccc4)CC3)nn2-c2ccc(S(C)(=O)=O)cc2)cc1OC,88,88,100,71,91,97,102,96,111
NC(C(=O)O)C(O)c1ccc(OCc2ccccc2)c(OCc2ccccc2)c1 (configuration not stated),97,97,97,78,98,107,91,89,115
Cc1c(-c2ccccc2)n[nH]c1-c1[nH]nc(-c2ccccc2)c1C,96,/,101,102,98,103,102,101,111
CC(C)(C)NCC(O)c1cc(O)cc(O)c1 (configuration not stated),/,100,103,99,108,111,108,94,107
O=c1oc2ccccc2cc1-c1csc(N2N=C(c3ccccc3)CC2c2ccc(N3CCOCC3)cc2)n1 (configuration not stated),100,116,127,101,105,113,109,102,121
N#C/C(=C\c1ccc(-c2ccc(Cl)cc2)o1)c1ccccc1,82,69,95,55,63,80,72,73,93
Cc1cc(Cl)c(Cl)cc1Cl,119,102,101,87,123,111,107,106,105
COc1ccc(/C=C(\c2cc(OC)c(OC)c(OC)c2)c2nnc(-c3ccc(Br)cc3)o2)cc1,105,99,91,92,84,104,97,84,/
CC(C)OC(=O)CC(=O)OC(C)C,97,101,102,99,103,106,104,90,101
CC(=O)O[C@@H](C)[C@@H]1O[C@@H]2CC(=O)O[C@@H]2[C@H]1O,92,107,104,87,97,112,107,104,97
c1ccc(Nc2nnc(-c3ccccc3)c3c(-c4ccccc4)onc23)cc1,82,79,93,72,78,99,47,79,94
C=C(CN1CC=CCC1)[C@@H]1CC[C@]2(C(=O)OC)CC[C@]3(C)[C@H](CC[C@@H]4[C@@]5(C)CC[C@H](OC(C)=O)C(C)(C)[C@@H]5CC[C@]43C)[C@@H]12,93,86,93,88,/,107,83,61,108
Cc1ccccc1NC(=O)Nc1ccccc1C,105,103,109,104,106,119,105,94,103
COc1ccc(C2C=C(c3ccc(OC)c(OC)c3)N=C3SC=CN32)c(Br)c1 (configuration not stated),87,73,90,86,75,83,44,49,95
O=C1CC2CCC1C2 (configuration not stated),102,109,100,95,104,102,102,101,103
Cc1ccc(S(=O)(=O)NN)cc1,104,101,104,88,125,/,108,95,103
COc1ccc2c(c1OC)O/C(=C\c1ncc([N+](=O)[O-])n1C)C2=O,63,66,-5.5*,77,55,-25*,55,60,35
O=C(c1ccccc1)c1c(Nc2ccccc2)n[nH]c1-c1ccccc1,/,88,103,100,92,95,80,71,96
NC(C(=O)O)C(O)c1cccc(OCc2ccccc2)c1 (configuration not stated),87,93,96,91,97,108,91,86,125
CC(=O)OCC1(C)OC(=O)N(Cc2ccc(F)cc2)C1=O (configuration not stated),101,106,102,111,99,109,104,102,116
O=[N+]([O-])c1ccc(NC(c2ccc(OC(F)F)c(OCC3CC3)c2)c2nnnn2C2CCCCC2)cc1 (configuration not stated),91,87,74,79,69,98,83,69,94
COc1ccc(Cn2c(Br)c3c(c2-c2cc(OC)c(OC)c(OC)c2)CCc2sc(NC(=O)c4ccc(OC)cc4)nc2-3)cc1,100,99,79,82,68,102,99,84,108
NC(N)=Nc1ccc(Oc2cccc(NC(N)=Nc3ccc(Cl)c(C(F)(F)F)c3)c2)cn1,37,17,20,69,41,64,26,13,63
NS(=O)(=O)c1cc(C(=O)O)c(NCc2ccco2)cc1Cl,104,111,117,97,104,114,108,101,109
C#Cc1cccc(NC(=O)Nc2ccccc2NC(=O)CCl)c1,-71*[8.25 µM],20[8.25 µM],-17*[8.25 µM],-84*[8.25 µM],39[8.25 µM],6.7*[8.25 µM],-85*[8.25 µM],-29*[8.25 µM],-29*[8.25 µM]
c1ccc(-c2cn3ccccc3n2)cc1,108,113,125,100,111,114,107,112,105
CN1C(=S)N2CN3CCCN(C3)CN3C(=S)NC1C32 (configuration not stated),113,104,98,101,100,101,97,94,103
CCO/C=N/C1=C(C#N)C(c2ccc(Cl)cc2)c2sc3c(C)cccc3c2O1 (configuration not stated),-12*,18,51,-5.1*,-19*,19,21,12,9.6*
NC(CCl)=NCCCC[C@H](N)C(=O)O,89,98,106,90,/,104,95,95,113

# In another format: entries from further up.
SMILES	SF-539	SNB-19	SF-268	SNB-75	SF-295	DU-145	U251	PC-3	HCC-2998
COc1ccc2c(c1OC)O/C(=C\c1ncc([N+](=O)[O-])n1C)C2=O	63	66	-5.5*	77	55	-25*	55	60	35
O=C(c1ccccc1)c1c(Nc2ccccc2)n[nH]c1-c1ccccc1	/	88	103	100	92	95	80	71	96
NC(C(=O)O)C(O)c1cccc(OCc2ccccc2)c1 (configuration not stated)	87	93	96	91	97	108	91	86	125
CC(=O)OCC1(C)OC(=O)N(Cc2ccc(F)cc2)C1=O (configuration not stated)	101	106	102	111	99	109	104	102	116
O=[N+]([O-])c1ccc(NC(c2ccc(OC(F)F)c(OCC3CC3)c2)c2nnnn2C2CCCCC2)cc1 (configuration not stated)	91	87	74	79	69	98	83	69	94
COc1ccc(Cn2c(Br)c3c(c2-c2cc(OC)c(OC)c(OC)c2)CCc2sc(NC(=O)c4ccc(OC)cc4)nc2-3)cc1	100	99	79	82	68	102	99	84	108
NC(N)=Nc1ccc(Oc2cccc(NC(N)=Nc3ccc(Cl)c(C(F)(F)F)c3)c2)cn1	37	17	20	69	41	64	26	13	63
NS(=O)(=O)c1cc(C(=O)O)c(NCc2ccco2)cc1Cl	104	111	117	97	104	114	108	101	109
C#Cc1cccc(NC(=O)Nc2ccccc2NC(=O)CCl)c1	-71*[8.25 µM]	20[8.25 µM]	-17*[8.25 µM]	-84*[8.25 µM]	39[8.25 µM]	6.7*[8.25 µM]	-85*[8.25 µM]	-29*[8.25 µM]	-29*[8.25 µM]
c1ccc(-c2cn3ccccc3n2)cc1	108	113	125	100	111	114	107	112	105
CN1C(=S)N2CN3CCCN(C3)CN3C(=S)NC1C32 (configuration not stated)	113	104	98	101	100	101	97	94	103
CCO/C=N/C1=C(C#N)C(c2ccc(Cl)cc2)c2sc3c(C)cccc3c2O1 (configuration not stated)	-12*	18	51	-5.1*	-19*	19	21	12	9.6*
NC(CCl)=NCCCC[C@H](N)C(=O)O	89	98	106	90	/	104	95	95	113

# Other entries
SMILES,SF-539,SNB-19,SF-268,SNB-75,SF-295,DU-145,U251,PC-3,HCC-2998
COc1ccc2[nH]c(=O)c(CSc3ccc(Nc4nccc(-c5ccc(C(F)(F)F)cc5)n4)cc3)cc2c1,55,91,94,114,93,63,95,87,93
Cc1nc2cnc(N)c(C#Cc3cncc(C(=O)Nc4ccccn4)c3)c2nc1C,52,109,94,94,103,95,95,102,126
C/C=C/[C@@H]1C=C[C@@H]2C[C@H](C)CC[C@H]2[C@]1(C)/C(O)=C1/C(=O)[C@H](CO)N(C)C1=O,59,43,55,76,43,56,47,46,57
CCN(CC)c1ccc2cc(C(=O)c3cccs3)c(=O)oc2c1,73&95,73&98,78&106,78&88,96,82&108,63,51&63,92&121
COc1cc2oc(-c3cccc(C(=O)Nc4ccc(Br)cc4)c3)cc(=O)c2c(OC)c1OC,65,81,62,82,53,58,66,53,82
NC(=O)c1ccc(OCc2ccccc2)nc1,118,103,108,85,102,109,98,101,99
O=C(CSc1nc2ccccc2c(=O)n1CCc1ccccc1)Nc1ccccc1,106,103,102,93,106,103,88,90,107
COc1cc(Cn2c(SCC(=O)Nc3ccc(Cl)cc3)nc3ccccc3c2=O)cc(OC)c1OC,-14*,64,46,27,62,67,75,66,93
C(#CSCc1ccccc1)SCc1ccccc1,115,110,100,101,99,109,121,102,104
COc1cc2c(cc1OC)C(c1ccc(S(N)(=O)=O)cc1)NCC2 (configuration not stated),106,103,105,90,107,109,107,104,94
COc1c(C2CC(=O)Nc3c2cnn3Cc2ccco2)cc2c(c1OC)OCO2 (configuration not stated),/,51,34,8.9*,-21*,5.9*,20,25,/
COc1cc2ncnc(Nc3ccc(S(=O)(=O)Nc4nccs4)cc3)c2cc1OCCCN1CCN(c2ccc(F)cc2)CC1,104,106,106,100,107,113,104,105,110
COc1cc(C(=O)N2CCN(C(=O)c3cc(OC)c(OCc4ccccc4)cc3N)CC2)c(N)cc1OCc1ccccc1,104,108,108,108,102,111,115,106,102
COc1cc2c(c(OC)c1OC)C(=O)CC(c1cccc(NC(=O)c3cc(NC(=O)[C@@H](N)Cc4ccccc4)ccc3Cl)c1)O2 (some centres not stated),92,85,94,87,87,98,93,76,120
CC(=O)[C@H]1C[C@]23CC[C@]4(C)[C@H](CC[C@@H]5[C@@]6(C)C/C(=C/c7ccc(C(F)(F)F)cc7)C(=O)C(C)(C)[C@@H]6CC[C@]54C)[C@H]2[C@H](C)C1(C)OC3,102,86,97,99,103,103,99,66,104
CCCCCCCN(c1ccc(C(=O)OCC)cc1)S(=O)(=O)c1ccc(C)cc1,100,86,95,78,/,112,89,81,99
O=C1CC(c2ccc(F)cc2)c2cnn(Cc3ccc4c(c3)OCO4)c2N1 (configuration not stated),96,87,96,86,98,105,91,72,100
O=C(Nc1ccccc1)OCCc1ccccn1,102,98,108,105,101,102,98,113,93
O=[N+]([O-])c1cccc(-c2nc3sccn3c2-c2ccnc(NCCCNS(=O)(=O)c3ccc(C(F)(F)F)cc3)n2)c1,71,69,38,/,27,47,61,12,53
Cc1nc(N)nc(N[C@@H](C)c2nc3cccc(NCc4ccc(C(=O)NO)cc4)c3c(=O)n2-c2ccccc2)n1,76,71,87,70,104,87,53,88,98
Nc1nc(=O)c2cccnc2c(=O)[nH]1,92,95,100,83,99,108,98,104,99
CN(C)CCNC(=O)Oc1cccc2ccccc12,101,99,91,58,116,116,102,82,106
COc1ccc(NC2=CC(=S)NC(C)(C)C2)cc1,97,102,107,92,114,118,106,94,118
CCCCCCCCC(=O)C(=O)c1ccc(O)c(C)c1O,89,91,95,73,89,100,/,89,93
CC1=NC2=NN=C(c3ccccc3)NN2C(c2ccccc2)=C1,99,99,107,105,105,107,108,97,113
CC/C=C\C[C@H]1C/C=C2/C(=O)C(Cl)=C[C@@H]2C/C=C\CCCC(=O)O1,-73*,-40*,-55*,-20*,-63*,-91*,-79*,-70*,-80*
COc1cc(/C=N/n2c(C)nc3c(c(C)nn3-c3ccccc3)c2=O)ccc1O,97,97,93,64,98,108,/,96,96
CCOC(=O)CNS(=O)(=O)CC(=O)c1ccccc1,/,94,124,69,118,117,97,92,92
COc1cc(OCc2cccc(Br)c2C)cc(OC)c1C=O,92,92,92,90,87,91,87,80,97
O=C(Nc1cccc(Cl)c1)Oc1c(Cl)c(Cl)c(OC(=O)Nc2cccc(Cl)c2)c(Cl)c1Cl,108,107,101,91,97,106,93,80,108
COc1ccc(C(=O)c2cc(OC)c(OC)c(OC)c2)cc1OC(=O)C(Cl)(Cl)Cl,-7.1*,23,35,58,8.8*,7.1*,5.4*,10,15
O=C1NN(CCO)C(=S)Nc2ccccc21,93,94,98,108,109,111,100,93,98
COc1cc(C(=O)/C=C/c2c[nH]c3ccccc23)cc(OC)c1OC,-1.8*,35,20,46,17,5.5*,15,35,20
CC(C)=CC(N)=O,99,99,103,101,89,108,104,99,98
Nc1nc(-c2cc3ccccc3c(=O)o2)cs1,100,94,96,88,105,99,85,84,102
COc1ccc(-c2nc3ccc(-c4nnc(SCC(=O)Nc5ccc(C(=O)/C=C/c6ccc(Cl)cc6)cc5)o4)cc3[nH]2)cc1,87,108,95,95,96,104,94,95,115
CC1CCC(C(C)(C)[N+](C)(C)C)CC1 (configuration not stated),96,101,96,89,101,102,97,97,94
COC1=C[C@@]23CCC(=O)N2CCc2cc4c(cc2[C@H]3[C@H]1OC(=O)[C@H](C)O)OCO4,98,94,100,91,105,107,103,102,109
CCOC(=O)/C=c1\sc2n(c1=O)C1C(NN=2)N(CC)C(=O)N1c1ccccc1 (configuration not stated),98,103,115,126,98,120,99,107,105
Brc1ccc(Nc2nnc(-c3c[nH]c4ccccc34)o2)cc1,92,93,96,110,100,107,96,89,104
c1ccc2c(c1)CCCC2c1cc2ccccc2s1 (configuration not stated),93,90,95,80,97,100,101,85,98
CN(C)c1nc(-c2cccs2)n2nc(-c3cccs3)cc2n1,97,90,89,94,102,92,100,96,96
COc1ccc(-c2cc(=O)c3c(CC(=O)O)cc(O)cc3o2)cc1,108,115,80,94,/,107,99,102,115
O=c1oc2c(cc1-c1ccccc1)c[n+]([O-])c1ccccc21,101,98,107,93,101,103,98,97,107
